Bioassay records deposited in PubChem BioAssay by several laboratories.
Granule exo inh – LAMP-1 surface exposure blockers, TALL-104 cells – cell-based, flow cytometry, MLPCN library, primary screen | TALL-104 LAMP-1 surface exposure; cells stimulated with thapsigargin and PMA | inhibition, % at 10 µM | actives 0.66% (n = 360,000);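 active = inhibition above about 55%, limit read from the data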
NR2F2 inh – NR2F2 transcriptional activity inhibitors, primary screen, cell-based, luciferase reporter, HEK293T, luminescence; COUP transcription factor 2 (Homo sapiens), P24468; HEK293T NGFI-A luciferase reporter; inhibition, % at 8.6 µM; actives 0.7% (n = 370,000); AID 686940, 2013;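 active = inhibition above a per-plate cutoff, mean inhibition of test wells between control levels plus 3 SD, cut at about 38% in these data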;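 also: cells cotransfected with COUP-TFII expression vector driving the NGFI-A reporter; 0% = median of COUP-TF2 test wells and 100% = reporter-only cells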
TROY NFkB inh – inhibitors of TROY-driven NF-kB signaling, primary screen, Q293 LMP1-TROYcd cells, NF-kB luciferase, uHTS; actives 0.98% (n = 360,000); inhibition, % at 10 µM; Q293 LMP1-TROYcd NF-kB luciferase reporter, 4 h;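 active = compounds whose plate-normalised and pattern-corrected inhibition of the luciferase reporter signal at the single screening dose is 50% or more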
SRC3 inh – SRC3 coactivator transcriptional activity inhibitors, primary screen, cell-based, luminescence | HEK293 GAL4-SRC3 luciferase reporter | AID 588352, 2011 | actives 0.17% (n = 360,000) | inhibition, % at 3.6 µM;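 active = inhibition above a per-campaign cutoff, the mean of all compounds plus 3 SD, cut at about 60% in these data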;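 also: 0% = DMSO-treated cells and 100% = gossypol-treated cells at 36 µM; higher means less SRC3-driven luciferase light from the GAL4 reporter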
NR5A2 inv ag – LRH-1 (NR5A2) inverse agonists, primary screen, cell-based, luminescence, HEK293T, StAR-luciferase reporter; Nuclear receptor subfamily 5 group A member 2 (Homo sapiens), O00482; actives 0.13% (n = 360,000); AID 602396, 2012; inhibition, % at 3.6 µM; LRH-1 transfected, 24 h;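 active = inhibition above the mean inhibition of all tested compounds plus 3 SD, cut at about 73% in these data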;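 also: 0% = DMSO wells and 100% = reporter-only cells lacking LRH-1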
NOD2 RIPK2 PPI – NOD2-RIPK2 binding disruptors in cells, primary screen, fluorescence, CHO cells, BLA complementation | inhibition, % at 4.98 µM | Receptor-interacting serine/threonine-protein kinase 2 (Homo sapiens), O43353 | CCF4 ratio | actives 0.38% (n = 360,000); in the data active = inhibition above about 21%;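 also: 0% = vehicle only and 100% = reference blocker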
TWEAK-Fn14 inh – inhibitors of TWEAK-Fn14 signaling, primary screen, luciferase reporter cells, uHTS; inhibition, % at 10 µM; TWEAK-stimulated Fn14 reporter cells, luciferase luminescence, 8 h; actives 2% (n = 360,000); in the data active = inhibition above about 50%
NCOA1 inh – SRC1 coactivator transcriptional activity inhibitors, primary screen, cell-based, luminescence | AID 588354, 2011 | Nuclear receptor coactivator 1 (Homo sapiens), Q15788 | HEK293 GAL4-SRC1 luciferase reporter | actives 0.12% (n = 360,000) | inhibition, % at 3.6 µM;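 active = inhibition above the campaign mean plus 3 SD, with each screening campaign given its own cutoff, cut at about 60% in these data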;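 also: 0% = DMSO treated cells and 100% = gossypol at 36 µM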
NCOA2 inhibitor – inhibition of GAL4-SRC2 driven luciferase reporter, primary screen, SRC2 inhibitor project, cell-based, luminescence | Nuclear receptor coactivator 2 (Homo sapiens), Q15596 | HEK293 GAL4-SRC2 luciferase reporter | inhibition, % at 9 µM | actives 0.17% (n = 370,000);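 active = inhibition above the mean inhibition of all tested compounds plus 3 SD, set per campaign, cut at about 52% in these data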;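 also: 0% = DMSO treated cells and 100% = cells given Gossypol at 36 µM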
TLR9-MyD88 block – inhibitors of TLR9-MyD88 association in cells, primary screen, cell-based, CHO, BLA complementation, fluorescence | AID 504734, 2011 | actives 0.21% (n = 340,000) | inhibition, % at 4.98 µM | Toll-like receptor 9 (Homo sapiens) + Myeloid differentiation primary response protein … | CCF4 FRET ratio;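 active = inhibition above the mean over all tested compounds plus 3 SD, cut at about 21% in these data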;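 also: 0% = DMSO only wells and 100% = clavulanate BLA inhibitor control wells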
Target sequence (Q99836 whole entry, looked up): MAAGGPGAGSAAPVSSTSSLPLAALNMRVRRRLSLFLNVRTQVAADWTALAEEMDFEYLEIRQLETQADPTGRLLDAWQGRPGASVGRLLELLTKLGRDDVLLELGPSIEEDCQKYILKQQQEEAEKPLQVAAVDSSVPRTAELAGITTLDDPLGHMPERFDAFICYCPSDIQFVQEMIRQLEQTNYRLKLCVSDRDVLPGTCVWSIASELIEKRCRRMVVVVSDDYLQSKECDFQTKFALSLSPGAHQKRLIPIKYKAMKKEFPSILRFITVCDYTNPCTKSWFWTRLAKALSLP
Target sequence (Q9NR96 whole entry, looked up): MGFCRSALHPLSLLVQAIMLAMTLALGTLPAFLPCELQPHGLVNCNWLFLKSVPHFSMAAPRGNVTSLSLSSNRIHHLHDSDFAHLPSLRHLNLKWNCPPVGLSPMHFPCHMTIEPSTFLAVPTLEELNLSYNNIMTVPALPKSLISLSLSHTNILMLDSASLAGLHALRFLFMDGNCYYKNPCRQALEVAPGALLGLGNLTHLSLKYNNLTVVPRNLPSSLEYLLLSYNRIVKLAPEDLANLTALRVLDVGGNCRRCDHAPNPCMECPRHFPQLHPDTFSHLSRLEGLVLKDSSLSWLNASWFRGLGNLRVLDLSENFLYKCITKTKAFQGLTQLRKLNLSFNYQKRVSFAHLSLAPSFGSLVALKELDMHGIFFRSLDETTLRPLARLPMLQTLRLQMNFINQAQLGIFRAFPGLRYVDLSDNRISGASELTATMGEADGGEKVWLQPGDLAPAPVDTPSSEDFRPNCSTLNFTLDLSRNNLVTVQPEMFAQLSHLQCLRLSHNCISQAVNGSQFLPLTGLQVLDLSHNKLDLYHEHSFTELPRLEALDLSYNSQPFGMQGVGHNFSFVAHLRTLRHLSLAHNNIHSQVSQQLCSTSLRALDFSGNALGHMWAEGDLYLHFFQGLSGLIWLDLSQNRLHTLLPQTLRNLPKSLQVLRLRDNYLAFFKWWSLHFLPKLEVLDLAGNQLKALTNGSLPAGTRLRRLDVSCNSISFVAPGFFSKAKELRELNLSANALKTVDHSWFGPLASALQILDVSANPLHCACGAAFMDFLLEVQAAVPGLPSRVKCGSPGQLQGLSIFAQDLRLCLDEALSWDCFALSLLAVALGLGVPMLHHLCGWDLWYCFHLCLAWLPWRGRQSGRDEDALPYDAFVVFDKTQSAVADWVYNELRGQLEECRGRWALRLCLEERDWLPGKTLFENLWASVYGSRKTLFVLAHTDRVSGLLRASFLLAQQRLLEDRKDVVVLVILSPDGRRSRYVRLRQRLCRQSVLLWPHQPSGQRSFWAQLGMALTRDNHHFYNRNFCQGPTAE
ABHD5-PLIN5 inh – ABHD5-PLIN5 interaction inhibitors, primary screen, cell lysate, split luciferase complementation, luminescence; Split G. princeps luciferase complementation, 4 h; inhibition, % at 4 µM; actives 0.78% (n = 360,000); AID 602281, 2012;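 active = inhibition above the mean inhibition across every tested compound plus 3 SD, cut at about 22% in these data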;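 also: 0% = DMSO only wells and the 100% control is not disclosed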
* hit, by the source's call; nt = not tested or not shown. Some of the compounds tested. The share of hits here may be higher or lower than overall.

SMILES | Granule exo inh | NR2F2 inh | TROY NFkB inh | SRC3 inh | NR5A2 inv ag | NOD2 RIPK2 PPI | TWEAK-Fn14 inh | NCOA1 inh | NCOA2 inhibitor | TLR9-MyD88 block | ABHD5-PLIN5 inh
Cc1ccc(-c2cccc(NC(=O)C3C(C(=O)O)[C@@H]4C=C[C@H]3C4)c2)o1 (stereo not given in full) | 1 | 8 | 9 | 5 | -6 | 5 | 8 | -1 | -14 | 1 | 16
CC1CN(Cc2ccccc2)c2nc3c(c(=O)n(CC(N)=O)c(=O)n3C)n2C1 (stereo not given) | 19 | 2 | 6 | 34 | 14 | -14 | -1 | -26 | 3 | -3 | -1
O=c1cc(CSc2ccccc2)nc(-c2ccncc2)[nH]1 | -1 | 7 | 10 | 13 | 4 | 3 | 21 | -8 | 0 | -4 | 11
CCOc1ccc(C(=O)N2CCc3ccccc32)cc1OCC | 4 | 4 | -3 | -4 | 31 | 2 | 0 | -8 | -7 | 0 | 3
O=C(NCCc1ccc(F)cc1)c1ccc(NS(=O)(=O)c2ccc3[nH]c(=O)[nH]c3c2)cc1 | 0 | 5 | -28 | -5 | 7 | -8 | -3 | 2 | -4 | -2 | 3
O=c1ccn([C@@H]2O[C@H](CNCC3=Cc4cc(O)ccc4OC3)[C@@H](O)[C@H]2O)c(=O)[nH]1 | 0 | -4 | -1 | -7 | 12 | -4 | -20 | 9 | 5 | -5 | -5
Clc1ccc2[nH]cc(-c3nnnn3-c3ccccc3)c2c1 | -2 | -1 | 6 | -3 | 3 | 12 | 41 | -20 | -8 | -11 | 3
CC(C)(C)c1ccc(C(=O)N2CCN(CCNC(=O)C(=O)NCc3ccccc3)CC2)cc1 | 0 | 16 | -7 | 14 | -3 | -7 | 22 | 6 | 11 | 6 | 4
O=C(N1CCOCC1)N1CCC(NC(=O)C23CC4CC(CC(C4)C2)C3)CC1 | 5 | -13 | 13 | 13 | -1 | 2 | -12 | -12 | -7 | 11 | 2
O=C(CN1CCCCC1)Nc1nc(-c2ccc(Cl)cc2)cs1 | -13 | 2 | -16 | -11 | -34 | -4 | 13 | -19 | -1 | 1 | 0
Cc1nc2ccc(S(=O)(=O)NC(C(=O)NCc3ccc4c(c3)OCO4)C(C)C)cc2s1 (stereo not given) | -5 | 4 | 5 | 5 | 0 | -1 | -7 | -13 | -25 | -4 | 4
CCn1c(COc2cccc(C)c2)nnc1SCC(=O)NC1CCCC1 | 10 | -12 | 0 | 7 | 5 | -6 | 23 | -5 | 0 | -9 | 5
C[C@H]1CC[C@]2(O[C@@H](CCO)C[C@H](O)[C@H]2O)O1 | 26 | 8 | -11 | -9 | 2 | -4 | 1 | -17 | 7 | -12 | -6
O=C(c1ccccc1)N1N=C(c2ccccc2)CC1c1ccccc1[N+](=O)[O-] (stereo not given) | 2 | -16 | -53 | -11 | -2 | -4 | -36 | -59 | -30 | -11 | -3
COc1ccc(N2CC(C(=O)OC(C)C(=O)c3ccccc3)CC2=O)cc1 (stereo not given) | -4 | -2 | -8 | 9 | 1 | -4 | 2 | 11 | -27 | -1 | 3
O=C(CC1SC(=O)N(Cc2ccccc2)C1=O)Nc1nccs1 (stereo not given) | -4 | 7 | -7 | 8 | 1 | 3 | -14 | 13 | 2 | -2 | -4
CC(C)OCCCNC(=O)[C@H]1N2C(=O)c3ccccc3C2SC1(C)C (stereo not given in full) | 1 | -19 | 0 | 0 | 1 | 6 | 0 | 5 | -8 | -5 | 6
O=C(NNC(=S)Nc1ccccc1Cl)c1ccccc1Br | 11 | -18 | -181 | -104 | -129 | -2 | -20 | -75 | -58 | -14 | 17
COc1ccc(/C(C)=N/NC(=O)CNC(=O)c2cccnc2)cc1 | -1 | 17 | 9 | -5 | 15 | -6 | 1 | 11 | -7 | -5 | 2
Cc1cc(C)c2c(CC(=O)N(CCC#N)Cc3cccnc3)coc2c1 | -1 | -11 | 8 | -12 | -19 | -16 | -7 | -20 | -18 | -4 | -2
COCCSc1ccccc1C(=O)N1CCN(c2ccccc2)CC1 | -1 | -6 | 16 | 12 | -10 | -10 | -2 | -2 | 11 | -5 | -3
O=C(COC(=O)c1cccc(S(=O)(=O)N2CCCCC2)c1)NCc1cccc(Cl)c1 | 0 | -5 | -3 | -11 | 6 | -2 | -16 | -6 | -21 | 4 | 7
COc1cc(C(=O)NCC(c2ccc(F)cc2)N2CCOCC2)ccc1OCc1ccccc1Cl (stereo not given) | 6 | 6 | -17 | -2 | -4 | 2 | 0 | -6 | 13 | -5 | 4
O=C(NC1CCCCC1)OC1CC2CC1[C@H]1CCCCN1C2=O (stereo not given in full) | -9 | 4 | 0 | nt | -5 | 3 | 0 | nt | -28 | nt | -11
CCC(C)c1ccccc1NC(=O)COC(=O)c1ccc(C)c(NC(=O)c2ccco2)c1 (stereo not given) | -2 | 9 | -8 | 6 | 21 | 1 | 9 | -6 | 12 | 6 | 2
C/C(=N\O)c1ccc2c(c1)CC(C)O2 (stereo not given) | -9 | -9 | -2 | 7 | -8 | 10 | 0 | 0 | -6 | 6 | -5
CC(=O)NNc1cc(C)nc(NS(=O)(=O)c2ccc(C)cc2)n1 | 6 | 14 | 0 | 15 | 12 | -3 | -3 | -3 | 23 | -10 | -3
CCOc1ccc2nc(N3C(=O)C(O)=C(C(=O)c4ccco4)C3c3ccco3)sc2c1 (stereo not given) | -1 | -7 | -79 | -18 | -46 | 1 | 6 | -31 | -26 | 15 | -3
O=[N+]([O-])c1cccc(N=NN(CCO)c2cccc([N+](=O)[O-])c2)c1 | -4 | -7 | -20 | 14 | 32 | 15 | -41 | 8 | -16 | -3 | -3
COC(=O)c1sccc1NC(=S)Nc1cccc(F)c1 | -6 | 5 | 2 | 16 | 12 | -5 | 12 | -5 | -16 | 12 | -2
CC1=NC(C)Cc2ccccc21 (stereo not given) | 1 | 11 | -1 | 19 | 2 | -18 | -7 | 1 | -24 | -4 | 0
O=C1CCC(=O)N1c1ccc(NCCc2cccc(F)c2)c([N+](=O)[O-])c1 | -4 | -4 | -5 | 5 | -10 | 2 | -2 | 21 | 8 | -8 | 4
COc1ccc(CNC(=S)NC2CCCCC2)cc1 | 9 | 8 | -5 | 2 | 2 | 12 | -7 | 3 | -3 | 4 | 0
COc1ccc(-c2nnc(SCC#CCO)o2)cc1OC | 8 | -12 | 7 | 5 | -8 | -1 | -5 | -34 | -8 | -1 | 1
C=C(C)C(=O)Nc1cccc(C2=NOC3(C2)C[C@@H](C(N)=O)N(C(=O)/C=C/CC)C3)c1 (stereo not given in full) | 10 | 14 | -10 | -6 | -14 | 3 | -10 | -13 | 12 | -3 | 2
O=C(CCn1c(=S)[nH]c2cc3c(cc2c1=O)OCO3)NCc1ccc(Cl)cc1 | 14 | -5 | 3 | -2 | -17 | -4 | -42 | 10 | -4 | -18 | -2
Cc1onc(-c2ccccc2)c1C(=O)NC(=S)NNC(=O)c1ccncc1 | 7 | -5 | -10 | 12 | -30 | 0 | 12 | 0 | -16 | -5 | -4
Cn1c(=O)c2c(ncn2CC(=O)N/N=C/C=C/c2ccccc2)n(C)c1=O | 19 | 10 | -9 | 8 | -13 | -3 | 15 | 7 | -24 | -19 | 3
O=C(c1ccccc1)c1ccc2nc[nH]c2c1 | 0 | 12 | -27 | -3 | -12 | 2 | 16 | 0 | 19 | 2 | -4
COCC(C)NS(=O)(=O)c1ccc(NC(=O)c2ccccn2)cc1 (stereo not given) | 16 | -3 | 9 | 2 | -18 | -7 | -10 | 1 | 6 | 7 | 3

Brought forward from above: three compounds; new compounds follow.
SMILES | Granule exo inh | NR2F2 inh | TROY NFkB inh | SRC3 inh | NR5A2 inv ag | NOD2 RIPK2 PPI | TWEAK-Fn14 inh | NCOA1 inh | NCOA2 inhibitor | TLR9-MyD88 block | ABHD5-PLIN5 inh
Cn1c(=O)c2c(ncn2CC(=O)N/N=C/C=C/c2ccccc2)n(C)c1=O | 19 | 10 | -9 | 8 | -13 | -3 | 15 | 7 | -24 | -19 | 3
O=C(c1ccccc1)c1ccc2nc[nH]c2c1 | 0 | 12 | -27 | -3 | -12 | 2 | 16 | 0 | 19 | 2 | -4
COCC(C)NS(=O)(=O)c1ccc(NC(=O)c2ccccn2)cc1 (stereo not given) | 16 | -3 | 9 | 2 | -18 | -7 | -10 | 1 | 6 | 7 | 3
O=C(COC(=O)c1ccc(F)c(S(=O)(=O)N2CCCCC2)c1)NCc1ccc(F)cc1 | 1 | -6 | 12 | 9 | -13 | -5 | -9 | -35 | -14 | 9 | 0
Cc1ccc(CNC(=O)N2CCN(S(=O)(=O)c3ccccc3)CC2)cc1 | 5 | 8 | 10 | -20 | -2 | 2 | 13 | 6 | 7 | -6 | -9
CC(C)N(c1ccccc1)c1ccc(NC(=O)[C@@H]2O[C@H](CO)[C@H](O)[C@H](O)[C@H]2O)cc1 | 17 | -5 | -4 | 12 | -4 | 0 | 18 | 2 | -7 | nt | 3
COc1ccc(CCNC(=O)COC(=O)Cc2ccccc2[N+](=O)[O-])cc1 | 5 | -10 | 7 | -37 | 48 | -13 | 8 | 2 | -21 | -3 | -7
CCc1ccccc1OCC(=O)NNCC(=O)Nc1cccc(C#N)c1 | -2 | -19 | 18 | 14 | -15 | -1 | -14 | 0 | 12 | -5 | 9
CC(C)OCCCNC(=O)CN1C(=O)CSc2ccc(S(=O)(=O)N3CCOCC3)cc21 | 4 | -2 | -11 | -16 | -8 | -11 | -15 | -8 | 1 | -7 | -2
COc1ccc(CNC[C@H]2O[C@@H](n3ccc(=O)[nH]c3=O)[C@H](O)[C@@H]2O)cc1 | -1 | -5 | 3 | -20 | 7 | -3 | -1 | -13 | -2 | nt | 1
COCCC(=O)N1CCC(Oc2ccc(C(=O)NCCC3=CCCCC3)cc2)CC1 | 9 | 5 | 7 | -2 | 9 | 9 | 1 | -3 | -32 | -11 | 5
O=C(CNC(=O)c1ccc([N+](=O)[O-])cc1)c1ccccc1 | -1 | nt | -63 | -60 | -108 | 5 | -1 | -76 | nt | -12 | -2
CC1(c2nnc(-c3ccccc3)o2)CC(c2ccncc2)=NO1 (stereo not given) | -3 | -16 | -28 | 5 | 4 | 1 | -12 | 3 | 6 | 1 | 3
COCCn1nnnc1C(c1ccc(O)c(OC)c1)N1CCc2ccccc2C1 (stereo not given) | -1 | -23 | 4 | 9 | 18 | 6 | 1 | -2 | -1 | 1 | 1
Cc1nn(-c2nc(-c3ccco3)cc(C(F)(F)F)n2)c(C)c1Br | 9 | -2 | -19 | 5 | 2 | 2 | -28 | 2 | -7 | -8 | 2
